Assay outcomes deposited in PubChem BioAssay by Broad Institute.
PGC1a acetyl inh – lowers PGC1a acetylation signal in U2OS cells; 350,000 tested, 0.17% active; inhibition, % at 15.6 µM; AlphaScreen anti-acetyl-lysine; with virally co-expressed GCN5 acetyltransferase;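 active = every replicate shows inhibition of at least 40%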;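 note: 0% = neutral control wells and 100% = positive control wells; some results beyond the cut were filed as inactive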
Cneo AK release – Cryptococcus neoformans lysis via adenylate kinase release. C. neoformans lysis, adenylate kinase release luminescence, 4 h; normalised: neutral wells 0, clomiphene wells 100. AID 651654. 360,000 tested, 0.2% active. lysis activity, % at 15 µM;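 active = mean lysis activity across replicates of at least 80%, whatever share of replicates individually reach that level; inactive = mean lysis activity below 80%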
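Assay system: log-phase C. neoformans yeast / Quantity: yeast cell density of 5 × 10^6 cells/mL / Medium: fresh YPD growth medium / Compound: single dose / Timing: static 4 h at 37 °C with compound, 1 h detection / Measured by: adenylate kinase release luminescence / Read-out: lysis from increased AK signal / Benchmarks: Clomiphene as positive lysis control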
RAD54 branch – inhibitors of human RAD54 branch migration. RAD54 Holliday junction branch migration, FAM/BHQ fluorescence. Q92698. 360,000 tested, 0.14% active. inhibition, % at 10.4 µM;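 active = mean normalized replicate activity at least 40 and at least half of replicates scoring 40 or more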;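 note: 0% = median of neutral control wells and 100% = median of positive control wells; inhibitors cause a drop in the FAM fluorescence signal; in these data hits start at about 50%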
RAD52 anneal inh – blocks human RAD52 DNA annealing | recombinant RAD52 DNA annealing, FRET fluorescence | inhibition, % at 18.7 µM | P43351 | 360,000 tested, 0.46% active;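 active = every replicate showing at least 50% inhibition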
Target sequence (P43351 whole entry, looked up): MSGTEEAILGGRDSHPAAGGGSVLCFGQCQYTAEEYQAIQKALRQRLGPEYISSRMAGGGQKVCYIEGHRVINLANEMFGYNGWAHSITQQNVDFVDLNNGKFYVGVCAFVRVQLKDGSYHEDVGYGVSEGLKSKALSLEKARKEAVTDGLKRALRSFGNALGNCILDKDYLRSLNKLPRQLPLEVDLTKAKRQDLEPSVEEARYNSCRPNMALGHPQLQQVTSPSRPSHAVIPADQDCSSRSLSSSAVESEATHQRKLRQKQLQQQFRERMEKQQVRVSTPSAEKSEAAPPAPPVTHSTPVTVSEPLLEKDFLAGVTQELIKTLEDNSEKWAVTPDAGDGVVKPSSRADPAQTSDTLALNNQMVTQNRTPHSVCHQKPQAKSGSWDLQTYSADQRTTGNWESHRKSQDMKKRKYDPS
E-selectin induc – E-selectin induction on HUVECs; P16581; HUVEC E-selectin immunofluorescence imaging; normalized: neutral wells 0, TNF-alpha wells 100; activation, % at 7.58 µM; 260,000 tested, 0.37% active; AID 686992;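 active = mean E-selectin-positive cell signal at least 10% of the positive control, reached in at least 60% of replicates, without over 20% cell loss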;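 note: in these data hits start at about 27%; measured in HUVEC primary endothelial cells; signal is the percent of cells scored E-selectin positive by PE staining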
Target sequence (P16581 whole entry, looked up): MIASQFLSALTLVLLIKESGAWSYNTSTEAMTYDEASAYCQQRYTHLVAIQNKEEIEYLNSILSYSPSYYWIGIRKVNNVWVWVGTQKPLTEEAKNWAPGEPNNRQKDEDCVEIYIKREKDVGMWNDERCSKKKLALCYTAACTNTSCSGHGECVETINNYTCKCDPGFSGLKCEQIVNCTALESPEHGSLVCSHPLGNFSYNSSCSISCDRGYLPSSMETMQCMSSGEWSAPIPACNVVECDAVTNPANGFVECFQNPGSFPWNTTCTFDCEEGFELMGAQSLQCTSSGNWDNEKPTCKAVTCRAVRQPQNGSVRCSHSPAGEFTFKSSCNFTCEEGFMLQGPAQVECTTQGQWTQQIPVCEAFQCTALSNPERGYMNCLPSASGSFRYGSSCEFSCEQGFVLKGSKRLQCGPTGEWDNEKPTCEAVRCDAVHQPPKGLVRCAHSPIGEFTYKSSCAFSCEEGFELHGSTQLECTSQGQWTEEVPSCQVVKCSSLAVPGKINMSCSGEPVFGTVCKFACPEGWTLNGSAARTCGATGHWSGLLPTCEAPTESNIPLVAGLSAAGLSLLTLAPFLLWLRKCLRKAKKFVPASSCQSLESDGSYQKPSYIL
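Read-out basis: % PE-positive cells; Test system: HUVEC primary endothelial cells; Technique: immunofluorescence imaging; Dosing: single-point compound dose.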
miR-122 sensor – blocks miR-122 activity in Huh7 sensor cells | Huh7 miR-122 Renilla luciferase sensor, 48 h; neutral wells = 0, positive control = 100 | activation (reporter increase), % at 12.5 µM | 340,000 tested, 0.3% active;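 active = mean replicate activation score at least 90 and every replicate individually at or above 90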;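 note: higher luciferase means less miR-122 activity so hits act as miR-122 inhibitors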
PglD inh – inhibitors of Campylobacter jejuni PglD acetyltransferase | purified PglD enzyme, DTNB colorimetric CoA detection | inhibition, % at 12.5 µM | 360,000 tested, 0.098% active | AID 602405; in the data active = inhibition above about 16%, passing the limit was not always enough; note: strong numbers were not always called active
ERAP1 inh – inhibitors of human ERAP1 aminopeptidase. Q9NZ08. recombinant ERAP1, Leu-AMC fluorescence, 60 min. inhibition, % at 10.7 µM. 340,000 tested, 0.15% active. AID 652197;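 active = mean replicate inhibition of at least 30%, or all replicates individually reaching that 30% level; inactive = mean below 30% and not every replicate reaching it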;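 note: 0% = neutral control wells and 100% = L-leucinethiol positive control wells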
* hit, by the source's call; i = inactive; / = not tested or not shown; & = joins results of further samples; [ ] = another dose, or the depositor's remark.

smiles	miR-122 sensor	E-selectin induc	RAD54 branch	PGC1a acetyl inh	PglD inh	Cneo AK release	RAD52 anneal inh	ERAP1 inh
Cc1ccc(SCC(=O)O/N=C(\N)c2ccncc2)cc1	5	-0.2	-5	-1	-1	-2	-2	-3
O=C(Cc1cccs1)Nc1nnc(-c2ccncc2)s1	13	/	0	-8	0	3	/	/
COc1ccccc1C(=O)N/C(=C\c1cn(S(=O)(=O)N(C)C)c2ccccc12)C(=O)N1CCCC1	23	3.3	8	/	-2	-1	-18	0
Cc1cc(NC(=O)c2c(-c3c(Cl)cccc3Cl)noc2C)n(C)n1	2	0.8	-1	24	-2	-1	-8	0
COc1ccc(C2(c3ccc(OC)cc3)NC(=O)N(CC(=O)NC3CCS(=O)(=O)C3)C2=O)cc1 (configuration not stated)	5	-0.2	-11	5	-5	-1	-15	0
Cn1c(=O)n(C)c2cc(NC(=O)COc3ccc(F)cc3F)ccc21	/	-0.1	11	/	3	0	-13	0
Cc1nc2ccccc2cc1OCc1ccc(Cl)cc1	-22	/	5	-3	3	0	/	/
COCCNC(=O)c1ccc(CN2CCC(Cc3ccccc3)CC2)cc1	1	0.2	-5	4	4	-1	-16	-2
N#C[C@H]1[C@@H](c2ccccc2/C=C/c2ccccc2)[C@@H](CO)N1S(=O)(=O)c1ccccc1	/	0.1	/	-7	/	/	-13	0
O=C(Nc1ccc(NC(=O)c2cccs2)cc1)c1ccc(Br)o1	-4	/	3	-8	-6	-2	/	/
O=C(Nc1nc(-c2cccs2)cs1)c1cccc(S(=O)(=O)N2CCCCC2)c1	57	/	11	/	2	0	/	/
O=C(ONC1=NCCCCC1)c1ccc(Cl)cc1	-2	/	1	1	5	-8	/	/
CCCC(C)(C)C(=O)N1CCC1(C)C(=O)NS(=O)(=O)c1cccc(Cl)c1 (configuration not stated)	0	-0.1	-6	3	-3	-2	-6	1
Cc1ccc2[nH]c3c(=O)n(CCc4cnc[nH]4)cnc3c2c1	4	/	14	-15	-2	-1	/	/
CN(Cc1nc2ccccc2c(=O)[nH]1)C(=O)c1cccc(S(=O)(=O)N2CCCC2)c1	/	0.1	4	/	-2	2	-13	-1
Cc1ccc(C)c(N2CCN(CCCNC(=O)Cn3cccc3C(=O)c3ccccc3)CC2)c1	-7	0.2	1	-7	0	-1	5	-3
C[C@@H]1CN([C@@H](C)CO)C(=O)c2cccc(NC(=O)Nc3ccc4c(c3)OCO4)c2O[C@@H]1CN(C)S(C)(=O)=O	-3[16.7 µM]	-0.1	4	3	0	1	6	-1
C[C@@H]1CCCCO[C@H](CN(C)C(=O)NC2CCCCC2)[C@@H](C)CN([C@H](C)CO)C(=O)c2cc(N(C)C)ccc2O1	-3[16.7 µM]	0.2	-5	0	0	4	-3	-1
COc1cc(/C=C(/NC(=O)c2ccccc2)C(=O)N2CCN(C)CC2)c([N+](=O)[O-])cc1OC	-1	/	3	5	-1	-1	-11	-3
COc1ccc2[nH]cc(S(=O)(=O)c3ccc(F)cc3)c(=O)c2c1	4	0.6	0	7	0	1	-23	3
COc1ccc(CNC(=O)COC(=O)c2cccn2C)cc1	-5	-0.1	6	-16	-3	0	-6	-1
CN(CCC#N)C(=S)NC(=O)c1ccc(S(=O)(=O)N2CCOCC2)cc1	/	1.5	/	3	/	/	-15	-1
O=C(CCC(=O)NC1CCN(Cc2ccccc2)CC1)NCc1ccco1	-12	/	1	/	0	0	/	/
Cc1noc(C)c1NC(=O)Nc1cccc2c1O[C@@H](CN(C)S(C)(=O)=O)[C@H](C)CN([C@@H](C)CO)C2=O	-2[16.7 µM]	-3.1	-2	0	1	0	-6	0
CCCSc1ccc(-c2nn(-c3ccccc3)cc2/C=C(/C#N)C(=O)NCCCOC)cc1	-2	-0.5	0	6	-139	2	/	/
O=c1c(C(c2ccc(O)cc2)c2c(O)nc3n(c2=O)CCCS3)c(O)nc2n1CCCS2	1	/	-1	-7	-3	-2	/	/
O=C(C[C@@H]1C[C@H]2c3cc(NC(=O)c4cccnc4)ccc3O[C@H]2[C@H](CO)O1)NCc1ccccn1	4[16.7 µM]	-0.3	1	7	3	11	-13	-2
O=C(O)CSc1cn(Cc2ccccc2)c2ccccc12	-1	/	8	4	3	-3	-12	1
CCC(c1nnnn1CC1CCCO1)N(CCN1CCOCC1)Cc1cc2cc(C)ccc2[nH]c1=O (configuration not stated)	-3	/	2	1	-20	1	/	/
N#Cc1cc2c(nc1SCC(=O)NCc1ccc3c(c1)OCO3)CCCCC2	-1	/	-5	/	-2	-3	/	/
COc1ccc(S(=O)(=O)N(C)C[C@H]2OCCCC[C@@H](C)Oc3ccc(NC(=O)c4ccncc4)cc3C(=O)N([C@@H](C)CO)C[C@H]2C)cc1	0[16.7 µM]	0.0	-6	-7	1	-2	21	0
O=C(c1cc(COc2c(F)cccc2F)on1)N1CCCCCC1	/	0.0	2	-14	-3	-2	3	-1
CC[C@@]1(O)C(=O)OCc2c1cc1n(c2=O)Cc2cc3c(CN(C)C)c(O)ccc3nc2-1	-19	-0.1	-131	/	4	-1	i	4
COCC(=O)N1CCC(Oc2ccc(C(=O)N3CCCCCC3)cc2)CC1	/	/	6	/	2	1	0	-1
COc1ccc(/C=C/C(=O)O)cc1S(=O)(=O)NCc1ccco1	/	0.5	/	14	/	/	-21	1
C[C@H](CO)N1C[C@H](C)[C@H](CN(C)S(=O)(=O)Cc2ccccc2)OCc2ccccc2-c2c(n(C)c3ccccc23)C1=O	/	-0.4	7	-7	-2	53	11	-3
COCC#Cc1cnc2c(c1)C(=O)N([C@H](C)CO)C[C@H](C)[C@@H](CN(C)Cc1ccc3c(c1)OCO3)O2	-2[16.7 µM]	0.8	-7	10	-2	5	-19	0
CC(=O)C1=NOC2C(=O)N(c3ccc(Cl)cc3)C(=O)C12 (configuration not stated)	-1	0.1	-1	-19	-2	-2	-5	0
CNS(=O)(=O)c1cnccc1N1CCN(c2cccc(Cl)c2)CC1	2	/	0	5	0	4	/	/
CCC(C)(C)NC(=O)/C=C/c1cccs1	3	-0.2	-1	11	6	3	-10	-1
CN(C)C(=O)c1cccc(-c2ccc3c(c2)[C@@H]2[C@@H](CCN2C(=O)c2ccccc2F)[C@@H](CO)N3)c1	-2[16.7 µM]	-0.5	5	6	0	11	/	/
O=c1oc2ccccc2cc1-c1nc2c(s1)CCCC2	22	/	7	-20	4	-3	-29	-1
CCCc1cc(=O)[nH]c(SCC(=O)N2c3ccccc3CC2C)n1 (configuration not stated)	/	2.5	-2	2	-3	-1	1	1
COc1ccc(-c2cc(C(=O)N3CCCCCC3)no2)cc1OC	13	/	8	/	-7	-1	-14	-1
CCn1ncc(Br)c1C(=O)Nc1ccc(-c2ccno2)cc1	-6	-0.2	8	26	-1	-2	-2	-3
COc1ccc(OC)c(CCNC(=O)c2nn(C)c3c2CS(=O)(=O)c2ccccc2-3)c1	-3	/	-11	-5	0	0	-1	-1
CCOc1ccc(C(=O)NCC(=O)OCC(=O)c2ccc3c(c2)-c2ccccc2C3)cc1	0	/	/	16	/	/	-25	-3
CC1CCc2cccc3c2N1c1cc(C#N)c(C#N)cc1O3 (configuration not stated)	-6	/	5	2	-4	0	-49	-4
Cc1nnsc1Sc1ccccc1	-4	-0.1	-3	6	-10	-1	1	2
Cc1[nH]c2ccc(S(N)(=O)=O)cc2c1C	5	/	2	-2	1	-2	/	/
C[C@@H]1CCCCO[C@@H](CN(C)C(=O)Cc2ccccc2)[C@@H](C)CN([C@H](C)CO)C(=O)c2cc(NS(=O)(=O)c3cn(C)cn3)ccc2O1	2[16.7 µM]	0.1	-16	-2	3	-1	-5	-1
Cc1noc(C)c1NC(=O)N(C)C[C@H]1Oc2c(NC(=O)C3CC3)cccc2C(=O)N([C@H](C)CO)C[C@@H]1C	-1[16.7 µM]	1.0&0.8	-11&-3	7	-4&-2	-7&1	-7&-7	0&-2
COc1cc(C(=O)NNC(=O)C2CCCC2)cc(OC)c1OC	-1	/	1	39	-2	1	2	0
C/C(CC(=O)Nc1ccc2c(c1)OCCO2)=N\NC(=O)c1ccccc1Cl	/	0.7	2	/	-5	-5	-18	-2
O=C(NC1CCN(Cc2ccccc2)CC1)c1cccc(S(=O)(=O)Nc2cc(C(F)(F)F)ccc2Cl)c1	11	-0.4	-10	4	-1	2	/	/
COCCNC(=O)C1(C)C=CC2(CCCCC2)N1C(=O)c1ccccc1 (configuration not stated)	-7	0.0	-3	/	-5	0	-5	-5
Cc1cc(OCC(=O)C(C)(C)C)c2c(C)c(C)c(=O)oc2c1	1	/	-3	-27	-2	1	/	/
Cn1c(=O)c2c(nc(SCC(=O)NC3CCCC3)n2C)n(C)c1=O	3	/	-2	/	-5	1	-6	0
COc1ccc([C@H]2CC(=O)C=C(c3cccc4c3sc3ccccc34)C2)cc1OC	/	/	-11&-8	/	4&-3	0	-6	1
Cc1cccc(C2c3[nH]c4ccccc4c3CCN2C(=O)c2cc(CC(C)C)[nH]c(=O)n2)n1 (configuration not stated)	/	0.3	/	2	/	/	-4	-4

The listing continues:
smiles	miR-122 sensor	E-selectin induc	RAD54 branch	PGC1a acetyl inh	PglD inh	Cneo AK release	RAD52 anneal inh	ERAP1 inh
O=C(O)CC(NNC(=O)c1ccccc1)C(=O)Nc1ccc([N+](=O)[O-])cc1 (configuration not stated)	10	7.9	3	-5	8	-2	-8	-2
CCCCN1CC(=O)N2[C@H]3c4ccccc4OC[C@@H]3[C@H](C(=O)OCC)[C@]2(C)C1=O	-7	0.0	0	/	8	6	-13	0
O=C(C[C@H]1CC[C@@H]2[C@H](COC[C@H](O)CN2S(=O)(=O)c2ccccc2)O1)N1CCOCC1	-3[16.7 µM]	0.0	-8	-4	5	-3	12	-9
CCCCC(=O)Nc1c2c(nn1-c1ccc([N+](=O)[O-])cc1)CS(=O)(=O)C2	10	0.1	1	-7	0	0	-12	-2
C[C@H]1CN([C@@H](C)CO)C(=O)c2cc(NC(=O)CCN3CCOCC3)ccc2O[C@@H]1CN(C)Cc1ccc(C(F)(F)F)cc1	3[16.7 µM]	0.4	6	-4	-2	-2	-18	-2
Cc1ccc(NC(=O)COC(=O)C2CCN(c3ccc(C(F)(F)F)cn3)CC2)cc1	/	/	2	/	-4	22	-26	5
COc1cc(C(=O)NC(=S)N(CCc2ccccc2)CCc2ccccc2)cc(OC)c1OC	7	/	1	-4	4	-2	/	/
O=C(NNC(=O)c1ccc(F)cc1F)c1ccc(-n2cnnn2)cc1	/	-4.4	-7	/	4	1	-11	0
O=C(NCC[C@@H]1CC[C@@H](NC(=O)c2cnccn2)[C@@H](CO)O1)Nc1ccc(Cl)cc1	/	-1.3	2	3	3	-5	7	1

A different layout for some results above.
Values in the order – miR-122 sensor, E-selectin induc, RAD54 branch, PGC1a acetyl inh, PglD inh, Cneo AK release, RAD52 anneal inh, ERAP1 inh
> COc1cc(C(=O)NC(=S)N(CCc2ccccc2)CCc2ccccc2)cc(OC)c1OC
  7, /, 1, -4, 4, -2, /, /
> O=C(NNC(=O)c1ccc(F)cc1F)c1ccc(-n2cnnn2)cc1
  /, -4.4, -7, /, 4, 1, -11, 0
> O=C(NCC[C@@H]1CC[C@@H](NC(=O)c2cnccn2)[C@@H](CO)O1)Nc1ccc(Cl)cc1
  /, -1.3, 2, 3, 3, -5, 7, 1
